# High-throughput results (PubChem)
# OXTR potentiate – human OXTR potentiators, primary screen, fluorescence, CHO-OTR cells, Fluo-8 calcium. Fluo-8 calcium fluorescence, potentiator mode; 0% = oxytocin EC15, 100% = EC100. activation, % at 3 µM. Oxytocin receptor (Homo sapiens), P30559. hit rate 0.061% among 320,000;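 active = activation above that plate's cutoff, the mean activation of tested compounds plus 3 SD, cut at about 6.6% in these data, passing the limit was not always enough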;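 note: 100% uses oxytocin at 75 nM as the full agonist control; some results filed as inactive read as strong as hits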
# Target sequence (P30559 whole entry, looked up): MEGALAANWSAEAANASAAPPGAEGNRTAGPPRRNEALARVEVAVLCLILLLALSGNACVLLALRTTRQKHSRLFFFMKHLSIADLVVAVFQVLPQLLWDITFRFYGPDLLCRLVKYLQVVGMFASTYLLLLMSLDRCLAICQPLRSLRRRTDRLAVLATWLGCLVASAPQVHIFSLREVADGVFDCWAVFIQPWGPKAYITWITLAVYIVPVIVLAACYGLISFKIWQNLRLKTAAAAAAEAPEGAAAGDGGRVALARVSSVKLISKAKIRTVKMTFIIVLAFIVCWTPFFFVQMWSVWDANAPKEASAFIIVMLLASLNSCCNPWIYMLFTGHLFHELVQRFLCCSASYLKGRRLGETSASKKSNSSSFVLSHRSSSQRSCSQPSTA
#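 Material: CHO-OTR cells, human receptor; compound dosing: single dose, 3.0 µM nominal final compound concentration; schedule: 6 min compound pre-incubation at room temperature, 100 s kinetic read; measured by: kinetic Fluo-8 calcium fluorescence; read-out basis: % activation vs EC15 and EC100 oxytocin; controls: EC15 oxytocin alone as 0%, 75 nM oxytocin as 100%; replicates: singlicate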
# TAAR1 antagonist – human TAAR1 antagonists, primary screen, Fluo-8 calcium fluorescence, CHO RD-HGA16 cells. hit rate 1.5% among 360,000. antagonist. inhibition, % at 3 µM. Trace amine-associated receptor 1 (Homo sapiens), Q96RJ0;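 active = inhibition above a per-plate cutoff, the mean inhibition of test compounds on that plate plus 3 SD, cut at about 49% in these data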;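 note: 0% = DMSO plus EC80 beta-PEA response and 100% = DMSO alone without agonist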
# Target sequence (Q96RJ0 whole entry, looked up): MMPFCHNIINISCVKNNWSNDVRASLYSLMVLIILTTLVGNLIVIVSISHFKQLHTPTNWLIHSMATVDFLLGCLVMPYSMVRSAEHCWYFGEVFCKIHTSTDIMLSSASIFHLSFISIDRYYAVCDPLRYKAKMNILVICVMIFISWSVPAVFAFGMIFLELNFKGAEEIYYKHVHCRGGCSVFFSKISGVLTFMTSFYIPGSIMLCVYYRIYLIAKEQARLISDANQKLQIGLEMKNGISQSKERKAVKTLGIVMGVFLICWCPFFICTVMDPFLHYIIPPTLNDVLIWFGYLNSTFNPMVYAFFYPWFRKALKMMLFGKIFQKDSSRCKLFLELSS
#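 Material: CHO RD-HGA16 cells bearing hTAAR1; compound dosing: one-point dosing, 3 µM nominal final; schedule: dye loading 75 min at 37 °C, then 30 min room temperature; measured by: calcium fluorescence with Fluo-8; control set: vehicle and agonist controls; replication: n of 1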
# CHO parental Ca – ATP-evoked calcium signal inhibitors, parental CHO, primary screen, counter-screen for OX1R antagonist project, cell-based, fluorescence, Fluo-8 calcium dye; parental CHO-K1, ATP-induced calcium, Fluo-8 fluorescence; inhibition, % at 5.6 µM; hit rate 0.63% among 330,000; AID 463079, 2010;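 active = inhibition above that plate's mean sample inhibition plus 3 SD, cut at about 26% in these data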;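 note: 0% = ATP-challenged DMSO wells and 100% = DMSO wells without ATP; some compounds past the cut are filed as inactive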
#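 Material – parental CHO cells · Reagent – ATP stimulus · Compound – single nominal dose of 5.6 µM per compound · Detection – Fluo-8 fluorescence · Read-out basis – percent inhibition of calcium signal · Controls – ATP-challenged DMSO wells low, unchallenged DMSO wells high · Repeats – no replicates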
# M1 antag – human M1 muscarinic receptor antagonists, primary screen, CHO-K1 cells, Fluo-8 calcium fluorescence, 1536-well. Muscarinic acetylcholine receptor M1 (Homo sapiens), P11229. CHO-K1 hM1, ACh EC80 antagonist. inhibition, % at 3 µM. hit rate 1.3% among 360,000. AID 588852, 2011;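 active = percent inhibition above its own plate's cutoff, namely the mean of that plate's compound wells plus 3 SD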;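 note: peak over basal fluorescence ratio during 140 s after agonist addition; 0% = ACh EC80 plus DMSO and 100% = DMSO alone without agonist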
# CHO-K1 Ca ag – counter-screen for M1 agonists: effect in parental CHO-K1 cells; hit rate 0.48% among 360,000; activation, % at 3 µM; Fluo-8 calcium fluorescence; scaled to maximal ATP response, vehicle zero; AID 602248, 2012; in the data active = activation above about 15%;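 note: untransfected CHO-K1 host cells lacking M1 receptor as counterscreen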
# M1 ag – human M1 muscarinic receptor agonists, primary screen, Fluo-8 calcium fluorescence, CHO-K1 cells, HTS | activation, % at 3 µM | Muscarinic acetylcholine receptor M1 (Homo sapiens), P11229 | AID 588814, 2011 | CHO-K1 hM1, agonist mode; 0% DMSO, 100% acetylcholine EC100 | hit rate 0.33% among 360,000;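 active = activation above the run's mean compound activation plus 3 SD, cut at about 16% in these data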;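 note: peak over basal fluorescence ratio within a 140 s kinetic read after compound addition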
# M1 PAM parental – nonselective calcium activators in parental CHO-K1 cells, primary screen, counter-screen for M1 PAM project, cell-based, Fluo-8 calcium fluorescence, full deck, 1536-well. hit rate 0.02% among 360,000. activation, % at 3 µM. ATP EC20; 0% at ATP EC20, 100% at ATP max;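 active = activation above the run cutoff, the mean activation of all test compounds plus 3 SD, cut at about 40% in these data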;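 note: peak over basal fluorescence ratio in a 140 s read after ATP addition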
# TAAR1 agonist – human TAAR1 agonists, primary screen, Fluo-8 calcium fluorescence, CHO RD-HGA16 cells | hit rate 0.99% among 360,000 | activation, % at 3 µM | vehicle wells 0%, saturating PEA agonist 100% | Trace amine-associated receptor 1 (Homo sapiens), Q96RJ0 | AID 624467, 2012;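 active = activation above the mean activation of all test compounds in the run plus 3 SD, cut at about 38% in these data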
#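 Test system: RD-HGA16 (CHO) cells co-expressing Gα16 and hTAAR1 | Doses: Single dose, 3 µM | Schedule: 17-24 h seeding, 75 min 37 °C dye, 30 min RT | Evaluation: % activation from peak over basal fluorescence ratio, DMSO-to-PEA scaled | Technique: Kinetic Fluo-8 calcium fluorescence | Benchmarks: Low control DMSO, high control PEA (EC100)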
# CHO-K1 Ca antag – counter-screen for M1 antagonists: effect in parental CHO-K1 cells; ATP-induced calcium, Fluo-8 fluorescence; inhibition, % at 3 µM; hit rate 0.6% among 360,000; AID 602250;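 active = inhibition above a per-plate cutoff, the plate's mean sample inhibition plus 3 SD, cut at about 24% in these data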;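 note: 0% = DMSO plus EC80 ATP and 100% = DMSO alone without ATP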
# Numbers without * were called inactive; · = no result given. Random draw from the library; about 4.2% have a hit in one of these screens.
SMILES	OXTR potentiate	TAAR1 antagonist	CHO parental Ca	M1 antag	CHO-K1 Ca ag	M1 ag	M1 PAM parental	TAAR1 agonist	CHO-K1 Ca antag
CCC1Nc2ncnc(N3CCN(c4ccccn4)CC3)c2N(Cc2ccc(Cl)cc2)C1=O (stereo not given)	-2.1	17.5	-16.1	-1.9	-0.4	-9.7	-4.2	9.2	3.9
CCCC(=O)N1CCCC1(C)C(=O)Nc1ccc2nc(C)ccc2c1 (stereo not given)	·	1.1	·	1.1	-0.1	-3.0	-8.3	1.0	1.3
CCc1cccc(NC(=O)CCC(=O)N2CCSc3ccccc32)c1	-23.0	60.1*	-3.8	3.3	3.4	-4.0	0.6	7.7	6.9
Cc1ccsc1C(=O)OCC(=O)N1CCOCC1	-6.0	9.9	-1.1	-17.6	0.3	-2.6	10.8	-0.5	-11.9
O=[N+]([O-])c1ccc(Oc2ccc(S(=O)(=O)N3CCOCC3)cc2)cc1	-14.6	18.5	-5.4	-12.9	10.5	-1.9	14.4	2.9	-12.1
S=C(NCc1ccco1)N1CCC(c2nc3ccccc3o2)CC1	-6.2	-17.5	-15.8	-2.5	0.3	0.6	2.2	2.0	0.1
CCOc1ccc(N(CC(=O)N2CCN(c3ccccc3F)CC2)S(=O)(=O)c2c(C)noc2C)cc1	0.2	-4.7	-16.7	-13.1	0.7	-1.6	8.9	-1.4	-13.7
CC(=O)N1CCc2cc(NC(=O)c3ccc(C)cc3)ccc21	-3.5	-5.5	-4.5	-3.6	0.3	-5.1	-1.1	9.5	-7.0
CCCCc1nn(-c2cc(Cl)ccc2OC)c2c1C(=O)CCC2	-9.9	-10.8	-0.8	-11.2	-0.8	-7.5	8.5	0.4	11.5
CCN(c1ccc(OC)cc1)S(=O)(=O)c1nnc(NC(=O)c2ccccc2Cl)s1	-12.2	·	-9.8	6.5	-0.2	-2.4	8.9	·	3.1
CC(CN1CCCCC1)OC(=O)c1ccccc1Cl (stereo not given)	-9.2	-12.7	1.6	-9.4	0.5	-5.7	23.8	0.6	-8.0
COCCN(C(=O)COC(=O)CSc1ccc2ccccc2c1)c1c(N)n(Cc2ccccc2)c(=O)[nH]c1=O	-4.4	-8.9	-26.6	-14.0	1.0	-6.6	15.3	3.0	-6.0
CCCn1c(-c2nonc2N)nc2ccccc21	-3.4	-8.6	-19.2	-21.3	0.1	-4.4	-4.9	-2.4	4.0
C[C@H]1CCC(=O)N([C@H](CSc2ccccc2)Cc2ccccc2)CC1	-10.6	4.8	-24.8	21.1	-1.4	-7.5	-10.6	6.9	-9.4
CC1=C(C(N)=O)C(c2cccnc2)n2nc(SCc3ccccc3Cl)nc2N1 (stereo not given)	-0.9	·	-4.8	-6.3	-0.2	0.5	-2.5	·	5.2

# Compound profiles (already shown).
# `C[C@H]1CCC(=O)N([C@H](CSc2ccccc2)Cc2ccccc2)CC1` in the list: OXTR potentiate = -10.6; TAAR1 antagonist = 4.8; CHO parental Ca = -24.8; M1 antag = 21.1; CHO-K1 Ca ag = -1.4; M1 ag = -7.5; M1 PAM parental = -10.6; TAAR1 agonist = 6.9; CHO-K1 Ca antag = -9.4
# `CC(=O)N1CCc2cc(NC(=O)c3ccc(C)cc3)ccc21` in the list: OXTR potentiate = -3.5; TAAR1 antagonist = -5.5; CHO parental Ca = -4.5; M1 antag = -3.6; CHO-K1 Ca ag = 0.3; M1 ag = -5.1; M1 PAM parental = -1.1; TAAR1 agonist = 9.5; CHO-K1 Ca antag = -7.0

# The results go on:
SMILES	OXTR potentiate	TAAR1 antagonist	CHO parental Ca	M1 antag	CHO-K1 Ca ag	M1 ag	M1 PAM parental	TAAR1 agonist	CHO-K1 Ca antag
Cc1ccc(S(=O)(=O)N2CCC(C(=O)OC(C)C(=O)NC3CCCCC3C)CC2)cc1 (stereo not given)	6.0	13.3	-18.2	3.8	3.5	-3.0	13.9	2.1	-12.0
CCCC(=O)Nc1ccc(S(=O)(=O)Nc2cc(OC)ncn2)cc1	·	-28.0	·	-4.9	0.6	-1.9	-0.4	3.2	-4.4
O=C1CN(S(=O)(=O)c2ccc([N+](=O)[O-])cc2)CC(=O)N1	-10.1	-1.2	-8.3	-7.2	0.9	-3.1	11.4	1.4	-16.5
CNc1nc(NCc2ccc(C)cc2C)c2sccc2n1	·	-10.1	·	-1.2	3.0	5.0	-13.6	22.1	11.8
N#C/C(=C\c1cc2ccccc2nc1N1CCOCC1)C(=O)Nc1ccc(N2CCOCC2)cc1	-8.7	58.7*	-6.0	10.5	3.5	2.8	5.2	12.6	5.7
Cc1ccc(NC(=S)NC(=O)c2cncc(Br)c2)cc1Cl	-4.3	-27.6	-6.2	-10.2	0.1	-1.1	-22.9	0.6	11.5
COc1ccccc1NC(=S)NC(=O)C(C)C	1.2	-16.6	-9.1	-7.1	-0.3	-6.8	19.9	12.0	-6.0
Clc1ccccc1Nc1ncnc2c1nnn2Cc1ccccc1	0.2	-7.6	-21.7	-0.1	0.0	-2.9	9.4	5.9	0.3
COCCN1C(=O)c2oc3ccccc3c(=O)c2C1c1ccc(OC)c(OC)c1 (stereo not given)	-1.5	-4.0	-17.1	0.4	0.5	-2.4	-3.1	2.1	4.2
CCN1C(=O)/C(=C\N(C(C)=O)c2ccccc2)OC1=S	-6.5	-6.5	0.2	-7.5	1.0	-11.9	8.3	11.5	-11.7
COC(=O)C1CCN(Cc2ccc(OCCCN3CCN(c4ccc([N+](=O)[O-])cc4)CC3)cc2)CC1	-29.0	-13.9	2.3	47.9*	13.1	-5.3	5.7	3.0	3.8
CCCCCN1CC(O)=C(c2nc3ccccc3[nH]2)C1=N	-4.5	3.3	-6.5	1.1	0.1	-1.9	1.3	0.8	-1.9
CCOC(=O)c1ccc(-c2c(C(=O)OCC)oc3cc(O)c(CC)cc3c2=O)o1	-21.2	46.2	-8.5	12.7	6.5	1.8	3.2	11.1	9.7
Cc1ccc(/C=N/N=C2/NC(=O)C(CC(=O)Nc3ccccc3)S2)o1 (stereo not given)	-0.7	2.6	1.1	8.5	0.3	0.7	4.8	2.5	9.9
C=CCNC(=O)C1CC(=O)N(c2ccc(OCC(=O)Nc3ccc(OC)cc3)cc2)C1 (stereo not given)	5.6	-6.4	3.8	-5.0	0.5	-5.1	15.2	10.4	-7.9
COc1cccc(-c2noc(Cn3nc(C)c([N+](=O)[O-])c3C)n2)c1	-6.8	14.9	-4.5	-4.8	0.5	-3.9	8.5	7.8	-3.8
COc1ccc(NC(=O)CCC(=O)c2cccs2)cc1S(=O)(=O)Nc1ccc(Cl)cc1	-8.0	26.5	2.4	3.2	4.8	7.2	14.5	6.6	-1.8
CCOC(=O)/C=C/[C@H]1CCc2cccc(Cl)c2O1	-2.7	-13.1	-13.9	12.7	-0.7	-7.5	9.0	6.8	-7.8
O=S(=O)(NNc1ccc(F)cc1F)c1cccc(Cl)c1	-8.0	10.9	-11.4	4.2	1.3	-3.9	7.2	0.6	-14.0
CCOCCCNC(=O)c1ccc(OC)cc1	-6.1	-25.1	-18.5	0.6	-0.4	-0.5	-8.2	7.9	-4.2
O=C(O)CN(c1cccc(C(F)(F)F)c1)S(=O)(=O)c1ccccc1	-10.6	1.9	4.6	-3.3	0.2	-2.5	-18.2	14.8	12.7
O=C(CSc1nc2c(c(=O)[nH]1)CCC2)Nc1cccc(Cl)c1	0.0	9.2	-13.4	-11.7	0.0	17.1*	8.6	0.2	-0.8
O=C(CCCNS(=O)(=O)c1cccs1)N1CCc2ccccc2C1	-7.0	3.6	-19.9	9.8	0.1	-2.9	-6.3	31.1	7.1
Cc1nnc2c3ccccc3c(-c3ccccc3)nn12	-0.5	-2.3	-10.0	4.6	0.9	-3.3	20.6	1.1	-8.7
O=C(O)[C@H]1CCCC[C@H]1C(=O)Nc1ccc(Nc2ccccc2)cc1	-8.3	5.6	4.9	-5.0	-0.4	-4.1	6.5	-1.9	1.2
O=C(Nc1ncc(Cc2ccccc2Cl)s1)c1ccc([N+](=O)[O-])cc1	-3.6	11.5	-6.7	4.4	0.5	-2.0	-7.2	23.6	5.6
O=C(Nc1ccc(Br)cc1Cl)NC1CC1	-7.8	-10.9	-3.1	-4.9	4.4	-9.3	16.9	2.7	-3.1
O=Cc1cc([N+](=O)[O-])ccc1N1CCOCC1	-10.2	-11.4	5.3	-15.2	1.5	-5.8	23.0	2.2	-11.3
O=C(CCS(=O)(=O)c1ccc(Br)cc1)N1CCN(Cc2ccccc2)CC1	-5.0	-17.5	-26.3	-8.1	0.1	-5.3	1.7	15.8	-2.4
Cc1c(C(=O)OCC(=O)NCc2ccco2)oc2ccccc12	-1.5	-7.6	-14.4	-3.9	0.6	-7.8	18.2	-0.9	-17.7
CC(=O)Nc1ccc(S(=O)(=O)NCc2cc(=O)n(C)c(=O)n2C)cc1	-4.6	-20.4	-0.4	2.3	0.0	-6.0	2.1	1.2	-9.0
CCOc1cc(/C=C2\C(=N)N3N=C(S(C)(=O)=O)SC3=NC2=O)ccc1OCCOc1cccc(OC)c1	-12.2	12.5	-4.3	5.9	3.6	-5.8	9.8	1.8	-3.1
CCN1CCN(S(=O)(=O)c2ccc(S(=O)(=O)NC3CC3)cc2)CC1	-16.4	0.0	-3.0	-9.2	2.5	-9.5	-0.9	3.9	-11.1
O=C1c2ccccc2C(=O)N1CCCCN(C(=O)c1cccc([N+](=O)[O-])c1)c1ccc(Cl)cc1	-5.1	32.8	-10.5	-0.4	1.7	-6.3	21.1	3.3	-7.9
O=S(=O)(Nc1ccccn1)c1ccc(Br)cc1	-9.0	-16.5	1.8	-4.6	-0.1	-3.3	23.2	4.5	-13.9
CC(C)CC(=O)NNC(=S)Nc1ccc(S(N)(=O)=O)cc1	-5.3	-7.9	0.0	0.4	0.1	-4.9	-9.7	1.3	8.0
O=C1N=C(N2CCN(c3ccccc3)CC2)S/C1=C\c1cn[nH]c1-c1ccccc1	-9.1	37.7	-8.2	14.7	3.1	-5.7	12.9	4.1	-0.6
COc1ccc(/C=N/NC(=O)C(=O)N2CCN(c3ccccc3OC)CC2)cc1	1.8	3.8	-11.0	23.1	0.5	-6.2	-6.3	2.1	0.7
